Screening data as filed in PubChem.
FUS suppressor: FUS proteinopathy suppression in yeast | S. cerevisiae FUS-expressing, growth rescue, OD600, 24 h | Potency, µM (top dose mostly 76.6 µM), without a hit: top-dose growth rescue (activation), most hits filed as activators | actives 0.24% (n = 390,000) | AID 1347120; active = well fitted activation curve with a large enough effect; inconclusive = small, poorly fitted or top-dose-only effect; inactive = no such curve, though single readings can be large or run the other way;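 also: plate controls were DMSO vehicle for no effect and reference control for full effect; nearly all actives have a fitted effect of over 55% in size; some results filed as inactive show a strong effect at the top dose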
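Toxicity suppression screen in FUS-yeast. Cells induced with 2% galactose, starting OD 0.005, treated 24hr at 30C with compounds at multiple final concentrations; growth by OD600.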
Numbers without * were called inactive; ? = inconclusive; & = joins results of further samples. Potency is read from the fitted curve at half-maximal effect. The list is partial; the hit share may differ from the screen's.

SMILES	FUS suppressor
CC(C)CN1C(=O)C[C@@]2(C(=O)N(C)c3ccc(NC(=O)C(C)(C)C)cc32)C1c1ccccc1 (stereo partly drawn)	-2%
COc1cc(NC(=O)c2cnn3c(C)cc(C)nc23)cc(OC)c1OC	2%
CCCCOc1ccc(C(=O)NC2CCCCN(Cc3ccc(C)cc3)C2=O)cc1 (stereo not drawn)	36%
CCC(C)CNC(=O)CSc1nnc(-c2cccnc2)n1C1CCCCC1 (stereo not drawn)	3%
COC(=O)c1cccc(Cn2ccc3ccc(-c4ccc5ccn(C(=O)C6CC6)c5c4)cc32)c1	42%
Cc1ccccc1NC(=O)[C@@H]1CC(=O)O[C@@H]1c1ccccc1	-9%
Cc1ccc(-n2c(SCC(=O)Nc3ccccc3-c3ccccc3)nnc2-c2ccco2)cc1	?
C=CCN1C(=O)[C@@H](CC(=O)N2CCN(C(=O)C3CC3)CC2)[C@]2(C(=O)OC)CCCCC=C12	-3%
C=CCN1[C@H](CC(C)C)COc2cccc(F)c2S1(=O)=O	-8%
CC(C)(C)c1ccc(-c2nnc(SCc3cccc4ccccc34)n2Cc2ccco2)cc1	?
O=C(Nc1ccc(Cl)cc1)N1CCN(Cc2nc3ccccc3c(=O)[nH]2)CC1	-10%
COc1cc(NC(=O)C2CCCN(S(=O)(=O)c3ccc(C)c(C)c3)C2)cc(OC)c1 (stereo not drawn)	-7%
O=C(CSc1nc2ccccc2o1)NN=C/C=C/c1ccccc1	18%
COc1cc(-c2csc(N3CCC(C(N)=O)CC3)n2)cc(OC)c1OC	7%
O=C(CSc1nnc(-c2cccs2)o1)Nc1cccc2ccccc12	5%
O=C(c1cccc(F)c1F)N(Cc1ccccn1)CC1CCCO1 (stereo not drawn)	-5%
Fc1ccc(Cn2ccc3ccc(-c4ccc5ccn(Cc6ccc(F)cc6F)c5c4)cc32)c(F)c1	13%
Cc1nn(-c2ccccc2)c2sc(C(=O)N3CCN(S(=O)(=O)c4ccc(Br)s4)CC3)cc12	-4%
CN1[C@H](Cc2ccccc2)COc2cccc(F)c2S1(=O)=O	-7%
COc1ccc2c(C(c3ccccc3O)C3CCCN3S(=O)(=O)c3ccc(C)cc3)cn(C)c2c1 (stereo not drawn)	?
O=S1(=O)c2ccc(N3CC[C@@H](O)C3)cc2O[C@@H]2CCN1C2	10%
CN(C)CC(=O)N[C@H]1C[C@@H]2O[C@H](CO)CC[C@@H]2O[C@@H]1CCc1ccc(-c2ccc(F)cc2)cc1	12%
C[C@@H]1CN([C@@H](C)CO)C(=O)c2cccc(NC(=O)Nc3cccc4ccccc34)c2O[C@H]1CN(C)S(=O)(=O)c1ccc(Cl)cc1	?
O=C(CC1C=CCC1)OCCN1CCN(C2CN(Cc3cn(Cc4ccccc4Cl)nn3)S(=O)(=O)C2)CC1 (stereo not drawn)	9%
Cc1nc2ccc(S(=O)(=O)NCC(=O)NCc3ccc(F)cc3)cc2s1	29%
COC(=O)[C@]12C[C@H](CC(=O)NCCc3ccccc3OC)C(=O)N(Cc3cccc4ccccc34)C1=C[C@H](C1CCCC1)O[C@@H]2C	?
CN(Cc1ccccc1)C(=O)OCc1cn(Cc2ccc(F)cc2F)nn1	5%
CCOC(=O)Nc1ccc2c(c1)[C@@]1(CC(=O)N(CC(C)C)C1c1ccccc1)C(=O)N2C (stereo partly drawn)	3%
CCOC(=O)[C@@]12CCCC=C1N(CCc1ccc(Cl)cc1)C(=O)[C@H]2CC(=O)N1CCN(C(=O)c2ccco2)CC1	?
COc1ccccc1CNC(=O)N1CCC(c2nc3ccc(Cl)cc3[nH]2)CC1	-5%
O=S1(=O)c2ccc(N3CCCC3)cc2Oc2ccccc2CN1Cc1cn(Cc2ccccc2C(F)(F)F)nn1	?
S=C(NCc1ccc(Cl)cc1)OC1CCC12CCC(c1ccccc1)CC2 (stereo not drawn)	9%&-1%
C[C@H]1[C@H](N(C)C)CC[C@@]23CCCN2C(=O)CCC[C@@H]13	-15%
Cc1cc(NS(=O)(=O)c2ccc(NC(=O)CSc3nnc(-c4ccccn4)n3Cc3ccco3)cc2)nc(C)n1	29%
Cc1cc(C)nc(N2CCC(C(=O)N(C)CCc3ccccn3)CC2)n1	8%
Cc1ccc2c(c1)N(CCCC(=O)NCc1ccc(F)cc1)C(=O)CO2	3%
CN1C2=N[C@@H](c3ccc4c(c3)OCO4)CC(=O)N2/C(=C\c2ccccc2)[C@@H]1c1ccccc1	-6%
Cc1cc(-c2n[nH]c(=S)n2N=Cc2c3ccccc3cc3ccccc23)n[nH]1	46%
O=C(NCCCc1ccccc1)OC1CC2CC1[C@H]1CCCCN1C2 (stereo partly drawn)	-4%
COC1=C[C@H](C(=O)NCc2ccc(Br)cc2)C(C)C(c2ccccc2)CC1=O (stereo partly drawn)	?

Copied from above (16 entries):
SMILES	FUS suppressor
Cc1nc2ccc(S(=O)(=O)NCC(=O)NCc3ccc(F)cc3)cc2s1	29%
COC(=O)[C@]12C[C@H](CC(=O)NCCc3ccccc3OC)C(=O)N(Cc3cccc4ccccc34)C1=C[C@H](C1CCCC1)O[C@@H]2C	?
CN(Cc1ccccc1)C(=O)OCc1cn(Cc2ccc(F)cc2F)nn1	5%
CCOC(=O)Nc1ccc2c(c1)[C@@]1(CC(=O)N(CC(C)C)C1c1ccccc1)C(=O)N2C (stereo partly drawn)	3%
CCOC(=O)[C@@]12CCCC=C1N(CCc1ccc(Cl)cc1)C(=O)[C@H]2CC(=O)N1CCN(C(=O)c2ccco2)CC1	?
COc1ccccc1CNC(=O)N1CCC(c2nc3ccc(Cl)cc3[nH]2)CC1	-5%
O=S1(=O)c2ccc(N3CCCC3)cc2Oc2ccccc2CN1Cc1cn(Cc2ccccc2C(F)(F)F)nn1	?
S=C(NCc1ccc(Cl)cc1)OC1CCC12CCC(c1ccccc1)CC2 (stereo not drawn)	9%&-1%
C[C@H]1[C@H](N(C)C)CC[C@@]23CCCN2C(=O)CCC[C@@H]13	-15%
Cc1cc(NS(=O)(=O)c2ccc(NC(=O)CSc3nnc(-c4ccccn4)n3Cc3ccco3)cc2)nc(C)n1	29%
Cc1cc(C)nc(N2CCC(C(=O)N(C)CCc3ccccn3)CC2)n1	8%
Cc1ccc2c(c1)N(CCCC(=O)NCc1ccc(F)cc1)C(=O)CO2	3%
CN1C2=N[C@@H](c3ccc4c(c3)OCO4)CC(=O)N2/C(=C\c2ccccc2)[C@@H]1c1ccccc1	-6%
Cc1cc(-c2n[nH]c(=S)n2N=Cc2c3ccccc3cc3ccccc23)n[nH]1	46%
O=C(NCCCc1ccccc1)OC1CC2CC1[C@H]1CCCCN1C2 (stereo partly drawn)	-4%
COC1=C[C@H](C(=O)NCc2ccc(Br)cc2)C(C)C(c2ccccc2)CC1=O (stereo partly drawn)	?

(list continues)
SMILES	FUS suppressor
CCOC(=O)[C@@]12CCCC3=C1N(CCC3)C(=O)[C@H]2CC(=O)NCC12CC3CC(CC(C3)C1)C2	?
COC(=O)C1=CC[C@@H](NC(=O)OC(C)(C)C)[C@H](O)[C@H]1O[Si](C)(C)C(C)(C)C	?
COC(=O)c1ccc(Cn2ccc3ccc(-c4ccc5ccn(C(=O)c6ccccc6OC)c5c4)cc32)cc1	37%
CCCCCCCCN1C(=O)[C@@H](CC(=O)NCCCCc2ccccc2)C[C@@]2(C(=O)OC)C1=C[C@H](COCc1ccccc1)O[C@@H]2C	?
CC(=O)N1CCc2cc(S(=O)(=O)NC3CCN(C(=O)CCl)CC3)ccc21	11%
COc1ccc(CN2C(=O)N3Cc4cc(OC)ccc4C3CS2(=O)=O)cc1 (stereo not drawn)	-13%
CCCCCCCCN1C(=O)[C@@H](CC(=O)N2CCN(C(=O)OCC)CC2)C[C@@]2(C(=O)OC)C1=C[C@H](C(C)C)O[C@@H]2C1CC1	?
Cc1cccc(CNC(=O)NC2CCCCN(Cc3cccc(Cl)c3)C2=O)c1 (stereo not drawn)	6%
C[C@H](O)[C@@H]1CN2CCc3c([nH]c4c(-c5ccccc5)cccc34)[C@@H]2C[C@@H]1N(C)CC1CCCCC1	-12%
CCOC(=O)[C@@]12CCCC3=C1N(CCC3)C(=O)[C@H]2CC(=O)NCCCN1CCCC1=O	-13%
COc1cc(O)c(C(CC(=O)N2CCC(C)CC2)c2ccc3c(c2)OCO3)c(OC)c1 (stereo not drawn)	32%
CC(C)(C)c1ccc(-c2nnc3n2N=C(c2ccc(-c4ccccc4)cc2)CS3)cc1	1%
FC(F)(F)Oc1cccc(Cn2ccc3ccc(-c4ccc5ccn(Cc6cccc(OC(F)(F)F)c6)c5c4)cc32)c1	-15%
CCCC[C@H](C(=O)N(CC)c1ccccc1)[C@@H](O)c1ccc2ccccc2c1	34%
CCOC(=O)[C@]12CCCC=C1N(CCCOC)C(=O)[C@@H]2CC(=O)N1CCCC1	-16%
Cc1cc(C)cc(NC(=O)NC2CCN(S(=O)(=O)c3ccc(F)cc3)CC2)c1	-10%
CN(C)[C@@H]1CCN(c2cccc3c2S(=O)(=O)N(C2CC2)CCCO3)C1	-9%
COc1ccc(S[C@]2(C(=O)NCC(C)C)CC(=O)N[C@@H]2c2ccc(OC)cc2)cc1	11%
CCN(CC)C(=O)Cn1c2ccccc2c2nc3n(c(=O)c21)CCS3	-3%
C[C@H]1CCC[C@@H](O)CC(=O)c2c(O)cc(O)cc2CC(=O)O1	-16%
C#CCNC(=O)C[C@@H]1C[C@]2(C(=O)OCC)CCC3=C2N(CCC3)C1=O	-19%
C=CCOC(=O)N1CCN(C(=O)c2ccc3nc(C)n(C4CCCC4)c3c2)CC1	2%
CCC(=O)c1c(CC)c2n3c1=CC[C@H]3CC(Br)C=2 (stereo partly drawn)	-8%
CCC[C@H]1[C@@H](NC(=O)c2ccc(Cl)cc2)CC[C@@]23CCCN2C(=O)CCC[C@@H]13	-9%
COCc1cn(-c2ccc3c(c2)[C@@]2(CC(=O)N(C)C2c2ccccc2)C(=O)N3CC(C)C)nn1 (stereo partly drawn)	3%
CN(C)C(=O)C[C@H]1CC[C@H]2[C@H](COc3ccc(NC(=O)C4CC4)cc3C(=O)N2C)O1	-13%
C=CCN1C(=O)[C@H](CC(=O)N2CCN(C(=O)OCC)CC2)[C@@]2(C(=O)OCC)CCCC=C12	0%
CN(C)S(=O)(=O)c1cccc(C(=O)N/N=C\c2ccnc3ccccc23)c1	-6%
Cc1cccc(C)c1-n1nnnc1C1(C)CN(S(C)(=O)=O)CC(=O)N1Cc1ccc(F)cc1 (stereo not drawn)	24%
O=C(NCCc1c[nH]c2ccccc12)OCc1cn(Cc2cccc(Cl)c2)nn1	41%
CC(C)(C)C(=O)OC12CCCN(C1)/C(=C/c1ccncc1)C2 (stereo not drawn)	12%
Cn1cccc1C(=O)N1CCN(S(=O)(=O)c2ccc(Br)s2)CC1	23%
COc1cc(-n2c(C)nc3cc(C(=O)N4CC(C)CC(C)C4)ccc32)cc(OC)c1OC (stereo not drawn)	24%
CCOC(=O)[C@]12CCCC=C1N(CCCOC)C(=O)[C@@H]2CC(=O)N1CCSCC1	-5%
COc1ccc(CN2C3=NC(c4ccccc4)CC(=O)N3/C(=C\c3ccccc3)C2c2ccccc2)c(OC)c1 (stereo not drawn)	?
CCn1c(COc2ccc(C)cc2)nnc1SCC(=O)Nc1ccc(C(=O)OC)cc1	1%
CCOC(=O)[C@]12CCCC3=C1N(CCC3)C(=O)[C@@H](CC(=O)N1CCCCC1)C2	-10%
O=C(CSc1nc2sc3c(c2c(=O)n1-c1ccccc1)CCCC3)NN=Cc1ccc(OCc2ccccc2)cc1	5%
COC(=O)[C@]12C[C@H](CC(=O)NCCCCc3ccccc3)C(=O)N(Cc3cccc4ccccc34)C1=C[C@H](COCc1ccccc1)O[C@@H]2C	40%
CCn1c(=O)cc(N2CCN(c3cccc(C(F)(F)F)c3)CC2)[nH]c1=O	16%
CCCCOCCCNC(=O)C[C@H]1C[C@@]2(C(=O)OC)C(=C[C@H](COCc3ccccc3)O[C@@H]2C)N(Cc2ccc(Cl)cc2Cl)C1=O	?
COC(=O)[C@]12C[C@H](CC(=O)NCCc3ccccc3OC)C(=O)N(Cc3ccc(Cl)cc3Cl)C1=C[C@H](C1CCCC1)O[C@@H]2C	?
COc1ccc(S(=O)(=O)N2CCC(c3nc4ccccc4o3)CC2)c(OC)c1	-1%
CN(CCc1ccccn1)C(=O)c1cc2ccccn2n1	-5%
Cc1nn(C)cc1NC(=O)C[C@H]1CC[C@H]2[C@@H](COc3ccc(NC(=O)Nc4ccccc4)cc3C(=O)N2C)O1	-1%
O=C(Nc1ccc2ncccc2c1)c1cc(-c2ccc(Cl)cc2)nc2ccccc12	12%
O=C(NC1CCCCN(Cc2ccc(Cl)cc2)C1=O)c1ccc(Br)cc1 (stereo not drawn)	?
COC(=O)[C@@H]1C[C@@]2(c3ccccc3)c3ccccc3N(S(=O)(=O)c3ccccc3)[C@H]2N1C(=O)CNC1CCCCC1	20%
O[C@H](COc1ccccc1)CN1CCC(C(O)(c2ccccc2)c2ccccc2)CC1	-2%
COc1ccc(-n2c(COc3ccccc3)nnc2SCc2nc3ccccc3[nH]2)cc1	33%
O=C(Nc1ccc(Cl)cc1)C1CCCN1S(=O)(=O)c1cccc2cccnc12 (stereo not drawn)	29%
COC(=O)[C@H]1C[C@@]2(N3CCCC3)c3ccccc3N[C@H]2N1S(=O)(=O)c1ccc([N+](=O)[O-])cc1	5%
CCCCNC(=O)C[C@H]1C[C@@]2(C(=O)OC)C(=C[C@H](C3CCCC3)O[C@@H]2C)N(CCc2ccc(OC)c(OC)c2)C1=O	?
